# From PubChem BioAssay
# human PMI inhibitors: MPI inhibition at elevated mannose 6-phosphate – biochemical, fluorescence intensity, high mannose 6-phosphate, primary screen (AID 1220); recombinant PMI enzyme, coupled fluorescence intensity; higher % means a stronger effect; 0.66% of 190,000 active; one-dose inhibition, % at 20 µM; IC50 in µM for titrated hits
# RSV antiviral HEp-2: inhibition of RSV-induced cytopathic effect – HEp-2 cells, primary 10 µM value included (AID 2391). HEp-2 cells, RSV-induced CPE inhibition; higher % means a stronger effect. CPE inhibition, % at 10 µM; hits with a dose series show IC50 in µM. 0.13% of 310,000 active; in the data active = a potency from the dose series; inconclusive = CPE inhibition mostly from about 23% at the one dose, without a potency; inactive = the rest, 99 in 100 with CPE inhibition below about 21%; also: strong numbers were not always called active
# M17LAP inhibition: P. falciparum M17LAP inhibitors, primary screen, biochemical, fluorogenic H-Leu-NHMec substrate, 1536-well (AID 1619); recombinant M17LAP, H-Leu-NHMec fluorogenic kinetic assay; higher % means a stronger effect; inhibition, % at 30 µM; hits with a dose series show IC50 in µM; 0.38% of 220,000 active;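 active = compound inhibiting the enzyme by more than half at any dose during confirmatory dose-response retesting; inconclusive = strong single-dose inhibitors picked by rank but not retested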;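 also: plate controls were full reaction with DMSO carrier for no effect and no enzyme background for full effect; strong numbers were not always called active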
# K1F lysis inhibition: inhibition of K1F phage lysis, E. coli UTI89, bacterial capsule biogenesis inhibitors, alamar blue (AID 488966) | E. coli UTI89 K1F phage lysis, alamar blue, 2 h; higher % means a stronger effect | inhibition, % at 100 µM; hits with a dose series show IC50 in µM | 0.02% of 340,000 active;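 active = phage lysis inhibition, versus mean bacterial control, above a set limit; inconclusive = no clear call, values can overlap the other calls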;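 also: capsule biogenesis inhibitors block K1F phage lysis so surviving cells raise fluorescence; higher fluorescence means more inhibition of phage lysis; actives were called in the ten point dose series up to 300 µM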
# T cell HTS: T cell immune modulation candidate. 2C CD8+ T cell-vesicle binding, flow cytometry; active compounds read low. calls only at 7 µM. 0.068% of 330,000 active. AID 2052;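 active = response, share of CD8 T cells binding vesicles, and their 90th percentile fluorescence all below set limits, cut at about 80% in these data, passing the limit was not always enough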
#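 Incubation: binding step 1.5 h, 37 °C, antibody labelling 20 min, ice; system: murine 2C transgenic CD8+ T lymphocytes; technique: cytometric PE anti-B7-1 and Alexa647 anti-CD8 signals after 1% paraformaldehyde fixation; also added: QL9-charged Drosophila Ld/ICAM-1/B7-1 vesicles; control set: naked versus QL9-loaded vesicles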
# TNAP activators: human TNAP enzyme activators, primary screen, biochemical, luminescent, no phosphate acceptor, uHTS (AID 1001) | purified TNAP, luminescent activation assay, no phosphate acceptor; higher activation fold means a stronger effect | one-dose activation fold at 20 µM; EC50 in µM for titrated hits | 0.03% of 200,000 active; in the data active = activation fold from about 3, or a potency from the dose series; inactive = the rest, 99 in 100 with activation fold below about 1.6; also: many of its hits are not listed in these tables
# P. falciparum M1AAP: P. falciparum M1AAP inhibitors, biochemical, fluorogenic H-Leu-NHMec substrate, 1536-well (AID 1445); inhibition, % at 30 µM; hits with a dose series show IC50 in µM; recombinant M1AAP, H-Leu-NHMec fluorogenic kinetic assay; higher % means a stronger effect; 0.42% of 220,000 active;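 active = primary inhibition above the hit cutoff, then over 50% inhibition at one or more dose response concentrations, cut at about 23% in these data, passing the limit was not always enough; inconclusive = conflicting primary data, or primary hits not chosen for dose response; inactive = low primary inhibition, or under 50% at every dose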;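 also: plate controls were DMSO full reaction for no effect and no enzyme background for full effect; strong numbers were not always called active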
# West Nile virus CPE: West Nile virus antiviral activity, cell-based, CPE readout (AID 1621); 0.02% of 290,000 active; CPE inhibition, % at 10 µM; hits with a dose series show IC50 in µM; West Nile virus-infected cells, CPE inhibition; higher % means a stronger effect; in the data active = a potency from the dose series; inconclusive = CPE inhibition mostly from about 3.7% at the one dose, without a potency; inactive = the rest, 99 in 100 with CPE inhibition below about 2.2%; also: strong numbers were not always called active
# PMI inhibitors: inhibitors of human PMI, primary screen, biochemical, fluorescence intensity, coupled assay (AID 1209); purified PMI enzyme, coupled fluorescence intensity; higher % means a stronger effect; one-dose inhibition, % at 20 µM; IC50 in µM for titrated hits; 0.42% of 190,000 active;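 also: plate controls were DMSO vehicle for no effect and wells lacking substrate for full effect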
# T cell HTS vesicle-bound %: recorded beside T cell HTS, whose call it bears; double positive events, %; measured here: CD8+ vesicle-bound cell fraction;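 binding gate set so that unloaded-vesicle control wells show 10% double positive cells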
# * = called active by the depositor; i = inactive; ? = inconclusive; . = not tested or not shown; [ ] = dose if it differs, or a comment. Rule as the data show it, unless noted: active = inhibition above about 50%; inactive = the rest.
# Under each structure – M17LAP inhibition | T cell HTS | K1F lysis inhibition | RSV antiviral HEp-2 | human PMI inhibitors | P. falciparum M1AAP | TNAP activators | T cell HTS vesicle-bound % | West Nile virus CPE | PMI inhibitors
- CCc1nnc(NC(=O)c2ccc(-c3ccc(Cl)cc3)o2)s1
    2% | i | -0.3% | -0.8% | 4% | 6% | 1 | 36 | -0.1% | 8%
- O=C(NC1CCCCCC1)c1cc(S(=O)(=O)N2CCCCC2)ccc1N1CCOCC1
    6% | i | -0.3% | -0.1% | -87% | 2% | 1.1 | 6 | -0.4% | -49%
- Cc1cc(C(=O)NC2=NCCS2)cs1
    3% | i | 1.4% | 1.2% | -14% | 9% | 1 | 52 | 0.5% | -14%
- CCC(=O)Nc1cccc(-n2nnnc2SCC(=O)NCc2ccco2)c1
    3% | i | 2.0% | -0.4% | -3% | 5% | 1.1 | 2 | -0.1% | 3%
- Nc1cc(C(=O)O)c(Oc2ccc(Cl)cc2Cl)cc1C(=O)O
    -345% | i | 4.2% | 1.7% | 5% | 6% | 1.1 | 18 | 0.0% | -10%
- O=C(O)CC1(CC(=O)Nc2cc3ccccc3cn2)CCCCC1
    -2% | i | . | 1.6% | . | -4% | . | 15 | 0.1% | .
- CCCCn1c(O)c(C(CC)=Nc2ccc3c(c2)CCC3)c(=O)[nH]c1=O
    -7% | i | 0.5% | 1.7% | 20% | -1% | 0.9 | 49 | 0.3% | 9%
- CCCCNC(=O)CN(c1cc(C(F)(F)F)ccc1Cl)S(C)(=O)=O
    4% | i | 1.0% | 0.5% | 9% | 1% | 1.1 | 48 | -0.4% | 8%
- C/C(=N\NC(=O)CC(C)C)c1c(C(F)(F)F)[nH]n(-c2nc3ccccc3s2)c1=O
    -7% | i | 0.0% | 0.7% | . | 3% | . | 19 | 1.4% | .
- O=[N+]([O-])c1ccc(CN2C=NS(=O)(=O)c3ccccc32)cc1
    -7% | i | 0.2% | -0.4% | 14% | -7% | 1.1 | 12 | -0.5% | 13%
- COc1cc(C(=O)OCC(=O)NC(=O)C2CCCCC2)ccc1OC(F)F
    6% | i | 0.0% | -0.4% | 5% | 9% | 1 | 15 | 0.4% | 0%
- Cc1cccc2sc(NC(=O)CSc3nnnn3C)nc12
    . | i | -0.1% | 1.6% | . | . | . | 22 | -0.1% | .
- CCOC(=O)c1c(S(=O)(=O)NCc2ccco2)c(C)n(C)c1C
    . | i | 0.4% | 0.6% | . | . | . | 41 | 0.0% | .
- Cc1cccc(C(C)C)c1NC(=O)COC(=O)COc1ccc2c(C)cc(=O)oc2c1
    1% | i | 0.8%[50 µM] | 3.7% | 5% | 1% | 1.1 | 51 | 1.1% | 14%
- COc1cc(C(=O)Oc2ccccc2/C=N/NC(=O)c2ccc(C)cc2)cc(OC)c1OC
    -13% | i | -0.3% | 6.1% | -5% | 0% | 1 | 29 | 1.1% | -4%
- COc1ccc(NC(=O)CN2CCN(c3ccc(F)cc3)CC2)cc1Cl
    8% | i | -0.1% | 8.4% | 3% | 1% | 1.1 | 44 | -0.3% | 5%
- COc1ccc(NC(=O)C2=CC(c3ccc(C)cc3)=NS(=O)(=O)N2C)cc1OC
    . | i | 6.2% | 15% | . | . | . | 12 | -1.4% | .
- CCOC(=O)CSc1nnc(COc2ccc3ccccc3c2)o1
    . | i | -0.5% | 1.7% | . | . | . | 48 | -0.9% | .
- O=C(CSc1nnc(COc2ccccc2F)n1-c1ccccc1)NCc1ccco1
    1% | i | -0.3% | 3.2% | 8% | -2% | 1 | 20 | 0.0% | 6%
- Cc1ccccc1NC(=S)NCC(c1cccnc1)N1CCOCC1 (stereo not drawn)
    -10% | i | 4.7% | 0.2% | -9% | -2% | 1.1 | 48 | -0.4% | 7%
- Cn1c(SCC(=O)Nc2ccc3c(c2)OCO3)nnc1-c1cnccn1
    10% | i | 0.2% | -0.6% | 6% | -4% | 1.1 | 15 | 0.3% | 4%
- O=C(NC(=S)Nc1cc(Cl)ccc1N1CCOCC1)c1ccccc1[N+](=O)[O-]
    . | i | -0.1%[50 µM] | 18% | . | . | . | 65 | -0.8% | .
- CC(=O)OCCCn1c(C)[n+](C)c2cc(Cl)c(Cl)cc21
    -1% | i | -0.5% | -0.6% | -40% | 20% | 1.1 | 19 | -0.3% | -25%
- CC1CCN(S(=O)(=O)c2cn(C)c(=O)n(C)c2=O)CC1
    -7% | i | 2.3% | 2.1% | 0% | 4% | 1 | 25 | 0.1% | 0%
- COc1ccc(C(=O)N2CCc3cc(OC)c(OC)cc3C2c2cccc([N+](=O)[O-])c2)cc1OC (stereo not drawn)
    -1% | i | -0.6% | ? | 5% | 5% | 1.1 | 27 | 0.6% | 9%
- CC(=O)N1CCN(Cc2nc3cc(NS(C)(=O)=O)ccc3n2C)CC1
    6% | i | 0.9% | 0.0% | -2% | 4% | 1.1 | 23 | 0.1% | 0%
- CC(NC(=O)c1ccccc1)c1ccc(Br)cc1 (stereo not drawn)
    1% | i | -0.2% | 1.2% | -2% | 2% | 1 | 53 | -0.2% | -1%
- COc1ccc(NS(=O)(=O)c2ccc(-c3coc(C)n3)cc2)cc1
    . | i | -0.1% | 17% | . | . | . | 22 | -1.4% | .
- C=CCNC(=O)/C(C#N)=C/c1ccccc1Cl
    15% | i | -0.5% | 1.1% | 9% | 8% | 1.1 | 17 | -0.1% | 4%
- COC(=O)[C@@H](NC(=O)NCc1cccc(OC)c1)C(C)C
    9% | i | -0.7% | -0.7% | -2% | -2% | 1.1 | 40 | -0.4% | 1%
- CN1C(=O)[C@H]2[C@@H](C3CC3)N3C(=O)CN(Cc4ccccc4)C(=O)[C@@]3(C)[C@H]2C1=O
    . | i | 2.0% | 1.8% | . | . | . | 33 | -1.2% | .
- CNC(=S)N/N=C1\CC(c2ccccc2)Oc2ccccc21 (stereo not drawn)
    -4% | i | -0.4% | 0.4% | 5% | 7% | 0.8 | 41 | -0.1% | 13%
- O=C(C#Cc1ccccc1)Nc1ccccc1F
    . | i | 1.4% | ? | . | . | . | 34 | ? | .
- CC(=O)Cn1cnc2c(sc3nc(C)cc(C)c32)c1=O
    1% | i | 0.0% | 0.6% | . | 4% | . | 13 | -0.1% | .
- CCS(=O)(=O)NCc1ccc2c(c1)cc(C)n2C
    5% | i | -0.6% | 2.4% | 1% | 9% | 0.9 | 31 | 0.3% | 2%
- CCCC(=O)Nc1nnc(S(=O)(=O)N2CCCCCC2)s1
    . | i | 0.4% | 2.7% | . | . | . | 47 | 0.0% | .
- Cc1ccc(NC(=O)CN2CCCCCC2)c(Br)c1
    25% | . | 5.1% | . | -2% | 3% | 1.1 | . | -0.3% | -5%
- CC(C)N(C(=O)COC(=O)CNC(=O)c1ccc(Br)cc1)c1ccccc1
    6% | i | -0.2% | 0.5% | -2% | 1% | 1.1 | 52 | 0.2% | 4%
- Cc1cc(C)c(NC(=O)C2=CCN(S(=O)(=O)c3ccc(F)cc3)CC2)c(C)c1
    4% | i | -3.2% | 2.5% | -3% | 1% | 1.1 | 36 | . | -5%
- COc1ccc(C(=O)Nc2ccc(S(=O)(=O)Nc3ncccn3)cc2)cc1OC
    9% | i | -0.3% | 2.4% | 1% | 3% | 1 | 49 | 1.6% | -11%
- COc1ccc(C)cc1Nc1n[n+](-c2ccccc2)c(-c2ccc(N(C)C)cc2)s1
    . | i | 3.9% | -3.7% | . | . | . | 18 | -0.8% | .
- CN1CCN(C(=O)c2ccc(N(Cc3ccc(Cl)cc3)S(C)(=O)=O)cc2)CC1
    5% | i | -0.3% | -0.4% | -2% | 4% | 1.1 | 20 | -0.9% | 11%
- COc1ccc(-c2nn(-c3ccccc3)cc2/C=C\C(=O)N2CCOCC2)cc1[N+](=O)[O-]
    3% | i | -0.2% | 2.8% | -8% | 3% | 1.1 | 64 | -0.4% | -6%
- CC(C)NS(=O)(=O)c1ccc(CCC(=O)O)cc1
    10% | i | -0.1% | 2.0% | 8% | 10% | 1.2 | 14 | 0.4% | 4%
- CCCn1c(N)c(C(=O)CSc2nc3ccccc3n2CCC#N)c(=O)n(C)c1=O
    -4% | i | 9.8% | 0.2% | 3% | 6% | 1.1 | 32 | 0.2% | 2%
- O=C(N/N=C/c1ccco1)c1ccccc1OCc1ccc(Br)cc1
    8% | i | 0.1% | 3.7% | 15% | 3% | 1.1 | 60 | -0.9% | 10%
- CCOc1cc(/C=N/NC(=O)c2ccccn2)ccc1OC(=O)c1cccs1
    . | i | 0.5%[50 µM] | 2.4% | . | . | . | 4 | -0.2% | .
- Cc1[nH]c2ccccc2c1/C=N/NC(=O)c1cc(C(C)(C)C)[nH]n1
    0% | i | . | 3.7% | . | 0% | . | 15 | 0.8% | .
- O=C(CN1C(=O)c2cccnc2Oc2ccc(Cl)cc21)Nc1ccccc1F
    . | i | 1.8% | 3.1% | . | . | . | 49 | -0.6% | .
- Cc1cc(=O)[nH]c(SCCOc2ccc(OC(C)C)cc2)n1
    5% | i | 0.9% | 16% | 0% | -6% | 1.1 | 27 | -1.5% | 8%
- CCCn1c(N)c(C(=O)CSc2nc3ccccc3s2)c(=O)[nH]c1=O
    -2% | i | 0.5% | ? | -11% | 1% | 1.4 | 62 | -0.8% | -10%
- CC(C)C[C@H](N)c1cn([C@@H](Cc2ccc(O)cc2)C(=O)N2CCNCC2)nn1
    2% | i | 0.7% | 0.7% | -2% | 7% | 1.1 | 20 | -0.1% | -14%
- O=C(Nc1ccc(Br)cc1F)C1CC(=O)N(C2CCCCC2)C1 (stereo not drawn)
    . | i | 0.1% | 2.3% | . | . | . | 5 | 0.8% | .
- Cc1ccccc1CS(=O)(=O)c1snnc1C
    -7% | i | 0.2% | -2.4% | -6% | 3% | 1.1 | 20 | -0.4% | 5%
- Cc1c(NC(=O)c2nn3c(C(F)(F)F)cc(-c4ccccc4)nc3c2Cl)c(=O)n(-c2ccccc2)n1C
    3% | i | 0.9%[50 µM] | 0.5% | 1% | 7% | 1 | 51 | -0.4% | -9%
- CCOC(=O)N1CCN(C(=O)C2CCCN(S(=O)(=O)c3ccccc3)C2)CC1 (stereo not drawn)
    4% | i | -0.8% | 1.7% | -9% | -1% | 1 | 31 | -0.5% | -8%
- CC(C)Cc1cc(C(=O)Nc2ccccc2)c2ccccc2n1
    . | i | 0.7% | 5.8% | . | . | . | 56 | -1.2% | .
- CC(=O)Nc1ccc(S(=O)(=O)n2nc(-c3ccc(C)cc3)nc2N)cc1
    -5% | i | 4.0% | 5.7% | -13% | 0% | 1.1 | 48 | -0.1% | -4%
